Screening results as filed in PubChem BioAssay.
tim10-1 inh = inhibits growth of tim10-1 mutant yeast | S. cerevisiae tim10-1 ts strain growth, BacTiter-Glo, 24 h | inhibition, % at 20 µM | 330,000 tested, 2.2% active;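 active = inhibition of at least 40%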;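 also: mutant grown at 25 °C; 0% = DMSO wells with yeast and 100% = wells holding no yeast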
NLRP3 yeast inh = blocks the NALP3 inflammasome reconstituted in yeast | inhibition, % at 10 µM | 330,000 tested, 0.39% active | Yeast reconstituted NLRP3/ASC/caspase-1, beta-gal luminescence, 24 h | AID 2825;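 active = inhibition of 50% or more; inactive = inhibition below 50%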;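 also: plate controls were induced DMSO wells for no effect and uninduced yeast grown without galactose for full effect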
TIM10 inh = TIM10 yeast growth inhibition | S. cerevisiae TIM10 strain growth, BacTiter-Glo luminescence, 24 h | inhibition, % at 10 µM | 330,000 tested, 1.4% active | AID 463195;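 active = inhibition of 40% or more at the single tested concentration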;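 also: wild-type TIM10 isogenic control strain grown at permissive 25 °C; 0% = DMSO yeast wells and 100% = minimal medium wells without yeast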
Apaf-1 inh = human Apaf-1 inhibition | 330,000 tested, 0.71% active | inhibition, % at 20 µM | reconstituted apoptosome caspase-3 activity, DEVD-Rh110 fluorescence; active = inhibition of at least 40% at 20 µM;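 also: plate controls were DMSO wells for no effect and DEVD-CHO caspase inhibitor wells for full effect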
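Material: reconstituted apoptosome with Apaf-1, cytochrome c, caspase-9, procaspase-3, dATP. Technique: Rh110 fluorescence intensity. Buffer or medium: pH 7.5 Hepes buffer with CHAPS, BSA, DTT. Times: 30 min plus 50 min, RT.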
mIAP activ = increases mouse intestinal alkaline phosphatase activity; muIAP, CDP-Star luminescence, 30 min; hits give high values; 1 = vehicle-only enzyme signal, 0 = enzyme-free wells; activation factor at 10 µM; 330,000 tested, 0.24% active;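 active = activation factor of at least 2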; also: the source names both 10 and 20 µM as test concentration; values of inactives mirror those of a sister screen read the other way
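System: mouse IAP enzyme. Reagent: CDP-Star chemiluminescent phosphatase substrate. Benchmarks: DMSO wells, no-enzyme wells. Times: 30 min enzyme-substrate-compound incubation at room temperature. Detection: luminescence from enzymatic CDP-Star hydrolysis. Doses: test compounds delivered from DMSO solution.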
hIAP act = increases human intestinal alkaline phosphatase activity; P09923; purified human IAP, CDP-Star luminescence, 30 min; hits give high values; 1 = vehicle-only enzyme, 0 = enzyme-free background; activation factor at 10 µM; 330,000 tested, 0.16% active;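 active = activation factor of the enzyme at least 2-fold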; also: the source names both 10 and 20 µM as test concentration; values of inactives mirror those of a sister screen read the other way
Target sequence (P09923 whole entry, looked up): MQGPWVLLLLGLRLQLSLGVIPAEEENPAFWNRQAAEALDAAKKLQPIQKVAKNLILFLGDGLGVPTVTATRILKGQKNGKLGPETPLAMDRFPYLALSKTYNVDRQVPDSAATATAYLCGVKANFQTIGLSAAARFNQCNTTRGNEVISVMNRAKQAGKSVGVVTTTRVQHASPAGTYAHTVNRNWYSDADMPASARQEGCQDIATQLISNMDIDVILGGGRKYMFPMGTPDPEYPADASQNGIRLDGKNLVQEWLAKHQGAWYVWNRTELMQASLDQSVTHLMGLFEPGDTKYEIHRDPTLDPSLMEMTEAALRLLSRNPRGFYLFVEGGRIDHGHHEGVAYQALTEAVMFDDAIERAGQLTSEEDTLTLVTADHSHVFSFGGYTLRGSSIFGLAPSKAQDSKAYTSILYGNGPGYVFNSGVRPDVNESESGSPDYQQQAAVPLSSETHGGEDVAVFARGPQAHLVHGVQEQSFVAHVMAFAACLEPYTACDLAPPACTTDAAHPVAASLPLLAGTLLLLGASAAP
ATG4B inh = ATG4B (human) cysteine protease inhibition; inhibition, % at 8.33 µM; Q9Y4P1; ATG4B cleavage of LC3-PLA2, NBD-HPC fluorescence, 1 h; 340,000 tested, 0.51% active; in the data active = inhibition above about 40%
Target sequence (Q9Y4P1 whole entry, looked up): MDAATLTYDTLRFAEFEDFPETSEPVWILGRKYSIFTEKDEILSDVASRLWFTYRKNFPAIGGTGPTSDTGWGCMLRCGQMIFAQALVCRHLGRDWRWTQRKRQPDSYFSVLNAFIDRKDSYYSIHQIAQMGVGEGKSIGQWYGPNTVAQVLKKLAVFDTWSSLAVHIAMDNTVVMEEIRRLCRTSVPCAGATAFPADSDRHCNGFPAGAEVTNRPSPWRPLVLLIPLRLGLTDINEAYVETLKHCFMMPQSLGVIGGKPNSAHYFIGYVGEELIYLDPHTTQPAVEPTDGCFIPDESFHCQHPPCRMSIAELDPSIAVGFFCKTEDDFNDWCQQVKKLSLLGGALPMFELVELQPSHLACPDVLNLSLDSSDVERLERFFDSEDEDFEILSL
mIAP inh = mouse IAP inhibition | 330,000 tested, 0.2% active | inhibition, % at 10 µM | purified mouse IAP, CDP-Star luminescence, 30 min;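 active = inhibition of at least 40% at 10 µM in the primary screen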;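 also: plate controls were DMSO with enzyme for no effect and no enzyme wells for full effect; values of inactives mirror those of a sister screen read the other way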
hIAP block = blocks human intestinal alkaline phosphatase; P09923; purified IAP, CDP-Star luminescence, 30 min; inhibition, % at 10 µM; 330,000 tested, 0.12% active; AID 2544;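 active = inhibition reaching a set limit with compound at 10 µM in the primary screen, cut at about 35% in these data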;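 also: plate controls were DMSO wells with enzyme for no effect and no-enzyme buffer wells for full effect; values of inactives mirror those of a sister screen read the other way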
Starred values were filed as active, the others as inactive; · = not tested or not shown. Random draw from the library, and some 4.5% of all compounds hit somewhere here.

1) CCOC(=O)N1CCC(=NNc2ccc(S(=O)(=O)N3CCOCC3)cc2[N+](=O)[O-])CC1
2) CCCN1CCN(C(=O)Nc2cccc(C(F)(F)F)c2)CC1
3) CC(OC(=O)CCCc1nc2ccccc2s1)C(=O)NC(N)=O (centres undefined)
4) COc1ccc(C(=O)Nc2cccc(-c3ccc4nncn4n3)c2)cc1
5) O=C(c1ccc[nH]1)N1O[C@@H]2C=C[C@H]1C2
6) Cc1ccc(-c2nnn(CC(=O)N(c3cccc(F)c3)C(C(=O)NC3CCCC3)c3ccncc3)n2)o1 (centres undefined)
7) CC(C(=O)Nc1ccc(S(=O)(=O)N2CCCC2)cc1)N(C)CC(=O)Nc1cccc(F)c1 (centres undefined)
8) Cc1onc(-c2c(Cl)cccc2Cl)c1C(=O)NC(=S)N1CCOCC1
9) O=S(=O)(NCC(O)c1ccccc1)c1ccc(-c2ccccn2)s1 (centres undefined)
10) Cc1cccnc1NC(=S)NC(=O)/C=C/c1ccco1

assay / entry | 1 | 2 | 3 | 4 | 5 | 6 | 7 | 8 | 9 | 10
tim10-1 inh | 25 | 10 | -12 | 11 | -1 | -33 | 10 | 17 | 21 | -8
NLRP3 yeast inh | 28 | 6 | 8 | 3 | · | 14 | 12 | 21 | 12 | 17
ATG4B inh | -8 | 0 | 1 | 3 | -6 | 0 | -46 | -5 | -1 | -4
Apaf-1 inh | 2 | 5 | -18 | -5 | 3 | 27 | -1 | -11 | -15 | 7
hIAP act | 0.86 | 0.94 | 1.1 | 1.1 | · | 1.1 | 1 | 0.88 | 1 | 1.1
hIAP block | 14 | 6 | -8 | -5 | · | -6 | 0 | 12 | -4 | -5
TIM10 inh | 13 | 7 | -13 | 4 | -18 | -32 | 1 | 13 | 27 | 7
mIAP inh | 14 | -14 | -16 | 9 | 1 | 0 | -29 | 9 | -4 | 15
mIAP activ | 0.86 | 1.1 | 1.2 | 0.91 | 0.99 | 1 | 1.3 | 0.91 | 1 | 0.85

11) O=C(NCCCc1nc2ccccc2[nH]1)c1ccc(F)cc1
12) S=c1[nH]cc(-c2ccc(Cl)cc2)n1-c1ccccc1
13) CC(C)(C)c1ccc(OC2=CS(=O)(=O)c3ccccc32)cc1
14) O=C(OCn1ncc(Br)c(Br)c1=O)c1ccccc1Cl
15) O=C(Nc1nnc(COc2ccccc2)s1)C1CCN(S(=O)(=O)c2ccc(Cl)cc2)CC1
16) O=[N+]([O-])c1c(NCCCO)cc(Sc2nc3ccccc3s2)c2nonc12
17) CC(CCc1ccco1)NC(=O)Cn1ncc2c(=O)oc3ccccc3c21 (centres undefined)
18) CCn1c(C)nc2cc(C(=O)NNC(=S)Nc3ccccc3Cl)ccc21
19) CN(C(=O)COC(=O)C1CCN(S(=O)(=O)c2c(Cl)cccc2Cl)CC1)C1CCCCC1
20) CC(C)CNC(=O)C(=O)Nc1ccc2c(c1)N(S(=O)(=O)c1cccs1)CCC2

assay / entry | 11 | 12 | 13 | 14 | 15 | 16 | 17 | 18 | 19 | 20
tim10-1 inh | 20 | 20 | 20 | 58* | 13 | 85* | 1 | 10 | 29 | 24
NLRP3 yeast inh | -3 | 19 | 14 | -27 | -25 | 18 | -14 | 2 | 15 | 10
ATG4B inh | -15 | 3 | 46* | -12 | -6 | -3 | -4 | 1 | -3 | 7
Apaf-1 inh | 1 | 11 | 9 | 7 | -14 | 98* | 12 | 0 | 21 | 18
hIAP act | 1.2 | 1.4 | 1 | 0.79 | 0.98 | 0.95 | 1 | 1.8 | 1.1 | 1
hIAP block | -15 | -42 | -4 | 21 | 2 | 5 | -2 | -80 | -6 | -1
TIM10 inh | -18 | -17 | 18 | 77* | 10 | 11 | 5 | 18 | 18 | 18
mIAP inh | -15 | -5 | 13 | 1 | 10 | 13 | -16 | -5 | 2 | 0
mIAP activ | 1.2 | 1 | 0.87 | 0.99 | 0.9 | 0.87 | 1.2 | 1.1 | 0.98 | 1

21) C=CCn1c(Cc2cccs2)nnc1SCC(=O)NC1CC1
22) CC(C)(CO)NS(=O)(=O)c1ccc2c(c1)Cc1cc(S(=O)(=O)NC(C)(C)CO)ccc1-2
23) Cc1c(C(=O)NCc2ccc(S(N)(=O)=O)cc2)oc2ccc(Cl)cc12
24) Cc1ccc(-c2nn(C)c(=O)c3ccccc23)cc1CNC(=O)NC1CCCCC1
25) CCOC(=O)Cc1nc(-c2ccc(Cl)cc2)n[nH]1
26) Cc1cc(C(=O)CSc2nnnn2C)c(C)n1CCc1ccc(Cl)cc1
27) COc1ccc2c(-c3cccnc3)cc(=O)[nH]c2c1
28) Cc1ccc(CO/N=C\Cc2snc(Sc3ncc(C(F)(F)F)cc3Cl)c2C#N)cc1
29) O=C(CN1C(=O)NC2(CCCc3ccccc32)C1=O)N1CCc2ccccc2C1 (centres undefined)
30) CCCCNC(=O)c1cc2nc(-c3ccccc3)cc(C(F)(F)F)n2n1

assay / entry | 21 | 22 | 23 | 24 | 25 | 26 | 27 | 28 | 29 | 30
tim10-1 inh | 7 | -8 | -5 | 23 | 1 | 9 | 5 | 30 | 13 | 5
NLRP3 yeast inh | 9 | 12 | 10 | 2 | 13 | 10 | -1 | 20 | 3 | 37
ATG4B inh | -3 | -19 | 0 | 3 | 0 | 3 | -11 | 5 | 0 | -3
Apaf-1 inh | -12 | -8 | 1 | -2 | -1 | -9 | 8 | 23 | 13 | 17
hIAP act | 0.91 | 0.85 | 1 | 0.87 | 0.96 | 1.1 | 1 | 0.91 | 1.1 | 0.93
hIAP block | 9 | 14 | -4 | 13 | 4 | -9 | -5 | 9 | -6 | 7
TIM10 inh | -10 | 5 | 12 | 14 | 12 | 7 | -4 | 21 | -2 | -3
mIAP inh | -1 | 1 | -14 | -25 | 4 | 1 | -10 | 4 | -8 | 4
mIAP activ | 1 | 0.99 | 1.1 | 1.3 | 0.96 | 0.99 | 1.1 | 0.96 | 1.1 | 0.96

Copied from above: nos. 29 to 30
29) O=C(CN1C(=O)NC2(CCCc3ccccc32)C1=O)N1CCc2ccccc2C1 (centres undefined)
30) CCCCNC(=O)c1cc2nc(-c3ccccc3)cc(C(F)(F)F)n2n1

assay / entry | 29 | 30
tim10-1 inh | 13 | 5
NLRP3 yeast inh | 3 | 37
ATG4B inh | 0 | -3
Apaf-1 inh | 13 | 17
hIAP act | 1.1 | 0.93
hIAP block | -6 | 7
TIM10 inh | -2 | -3
mIAP inh | -8 | 4
mIAP activ | 1.1 | 0.96

The results go on.
31) C[n+]1cccc2c(Br)ccc([O-])c21
32) COc1cccc(NC(=O)N2CCN(S(C)(=O)=O)CC2)c1
33) COc1ccc2c(c1OC)C(=O)OC2Nc1nc(-c2cc3cc(Br)ccc3oc2=O)cs1 (centres undefined)
34) CCCn1c(SC(C)C(=O)NC2CC2)nnc1-c1ccncc1 (centres undefined)
35) O=C(COc1ccc(Br)cc1)NCCCN1CCCC1=O
36) O=C(c1cccc(S(=O)(=O)N2CCCCCC2)c1)N1CCN(c2ccccc2)CC1
37) Cc1ccsc1C(=O)Nc1ccc(C(=O)O)cc1
38) COc1ccc(C(NC(=O)c2ccco2)c2ccc(OC)c(OC)c2)cc1OC
39) COc1cc(OC)c(C(=O)OCC(=O)Nc2ccccc2Cl)cc1OC
40) CC1=NN(C(=O)c2nn(C)cc2Br)C(O)(C(F)(F)F)C1 (centres undefined)

assay / entry | 31 | 32 | 33 | 34 | 35 | 36 | 37 | 38 | 39 | 40
tim10-1 inh | 21 | -2 | 49* | -3 | 8 | 20 | 23 | -19 | 23 | 3
NLRP3 yeast inh | 15 | -2 | 43 | -4 | -16 | 7 | 15 | 18 | 13 | 2
ATG4B inh | -7 | 0 | -6 | -4 | -1 | -6 | -7 | 0 | 2 | -2
Apaf-1 inh | 98* | 8 | 4 | -10 | -9 | 19 | 9 | -18 | 7 | -1
hIAP act | 0.93 | 0.89 | 1 | 0.93 | 0.93 | 1.1 | 0.95 | 1.3 | 1.2 | 1
hIAP block | 7 | 12 | -2 | 7 | 7 | -6 | 5 | -28 | -23 | 0
TIM10 inh | 13 | 7 | 58* | 0 | 0 | 17 | -17 | -4 | 19 | 11
mIAP inh | 9 | -1 | 18 | 1 | 2 | -9 | 0 | 5 | 1 | -3
mIAP activ | 0.91 | 1 | 0.81 | 0.99 | 0.98 | 1.1 | 1 | 0.95 | 0.99 | 1

41) COc1ccc(S(=O)(=O)N2CCC(C(=O)NCc3cccnc3)CC2)cc1OC
42) CCc1cc(CNC(=O)c2cc(COc3ccc(C)nc3)on2)on1
43) Cc1cc(Nc2ccccc2Cl)n2nnnc2n1
44) O=C(CC1SC(N2CCCC2)=NC1=O)Nc1ccc(C(=O)NCc2ccc(F)cc2)cc1 (centres undefined)
45) NC(=O)C1CCN(C(=O)CN2CCc3ccccc32)CC1
46) C=CCn1c(SCC(=O)NCc2cccs2)nnc1C1CCCCC1
47) O=C(CCc1nc2ccccc2s1)Nc1cccnc1
48) CC[n+]1c(/C=C2\C=C(C)CC(C)(C)C2)sc2ccccc21
49) COc1ccc2c(=O)cc(-c3ccccc3F)oc2c1
50) CCOC(=O)C1=C(C)OC(N)=C(C#N)C1c1ccc(O)c(OC)c1 (centres undefined)

assay / entry | 41 | 42 | 43 | 44 | 45 | 46 | 47 | 48 | 49 | 50
tim10-1 inh | 4 | -4 | 11 | -25 | 0 | 13 | -2 | 45* | 16 | 26
NLRP3 yeast inh | 11 | 20 | 0 | 19 | -1 | -11 | 7 | 16 | 7 | -38
ATG4B inh | -15 | -5 | -14 | 5 | 1 | 0 | -10 | 7 | -17 | -5
Apaf-1 inh | 1 | -11 | -11 | -16 | -13 | -3 | 5 | 8 | 6 | 3
hIAP act | 0.92 | 1.1 | 1.1 | 0.97 | 0.75 | 0.95 | 0.79 | 0.85 | 1.1 | 0.78
hIAP block | 8 | -9 | -6 | 3 | 25 | 5 | 22 | 15 | -6 | 22
TIM10 inh | -4 | -1 | 14 | -7 | 1 | -4 | -11 | 37 | -4 | 20
mIAP inh | -11 | -2 | 15 | 4 | 0 | -1 | 2 | 18 | 0 | 19
mIAP activ | 1.1 | 1 | 0.85 | 0.96 | 1 | 1 | 0.98 | 0.82 | 1 | 0.81

Reformatted: results already given
cpd | SMILES | tim10-1 inh | NLRP3 yeast inh | ATG4B inh | Apaf-1 inh | hIAP act | hIAP block | TIM10 inh | mIAP inh | mIAP activ
44 | O=C(CC1SC(N2CCCC2)=NC1=O)Nc1ccc(C(=O)NCc2ccc(F)cc2)cc1 (centres undefined) | -25 | 19 | 5 | -16 | 0.97 | 3 | -7 | 4 | 0.96
45 | NC(=O)C1CCN(C(=O)CN2CCc3ccccc32)CC1 | 0 | -1 | 1 | -13 | 0.75 | 25 | 1 | 0 | 1

Later entries
51) COc1ccc(C(=O)C2CCCN(Cc3cccn3-c3nccs3)C2)cc1OC (centres undefined)
52) Cc1cc(C)cc(C(=O)NCC(=O)OCC(=O)N2c3ccccc3NC(=O)C2(C)C)c1
53) O=C(CCC(=O)N1CCOc2ccccc21)Nc1cc(F)ccc1F
54) Cc1ccc(C2=NCCn3c2c2ccc(C(F)(F)F)cc2[n+]3[O-])cc1

assay / entry | 51 | 52 | 53 | 54
tim10-1 inh | 4 | 0 | 21 | -4
NLRP3 yeast inh | 7 | -2 | 0 | 2
ATG4B inh | -6 | -7 | 2 | 4
Apaf-1 inh | -14 | 6 | 6 | 12
hIAP act | 0.98 | 1.3 | 1 | 0.98
hIAP block | 2 | -32 | -5 | 2
TIM10 inh | -4 | 2 | 11 | -10
mIAP inh | 1 | 3 | -6 | -1
mIAP activ | 0.99 | 0.97 | 1.1 | 1
